Screening data as filed in PubChem.
KB-V1 cytotox – KB-V1 MDR subline cytotoxicity; AID 1347076; Potency, µM (doses to about 46.1 µM), for inactives: at the top dose activity change, negative = cytotoxicity, hits mostly cytotoxic; 400,000 tested, 3.4% active; KB-V1 MDR cells viability, CellTiter-Glo, 72 h; also: potency is read from the fitted curve at half-maximal effect; % is scaled to controls: 0 for no effect and ±100 for the full control effect; nearly all actives have a fitted effect of over 60% in size
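Drug-selected KB-V1 cells, grown in DMEM lacking phenol red with 10% FBS, receive compound titrations; after three days at 37 degrees C, surviving cell ATP is quantified by CellTiter-Glo luminescence and responses normalized and curve-fitted.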
HT1080 IDH1KD tx – toxicity to HT-1080 IDH1 knockdown cells (counter line) | HT-1080 IDH1 knockdown viability, ATP luminescence, 48 h | AID 686971 | Potency, µM (series often up to 46.1 µM), inactives show at the highest dose activity, negative = toxicity, usual class: cytotoxic | 360,000 tested, 2% active;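 also: potency is read from the fitted curve at half-maximal effect; 0% = DMSO wells and -100% = cell-free medium wells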
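Assay cells: HT-1080 with IDH1 knockdown, 750 per well, RPMI/5% FBS. Exposure: 48 h at 37 °C following 2 h pre-incubation. Read: CellTiter-Glo luminescence; fitted concentration-response, curve class assigned.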
HT1080-NT tox – kills 2HG-producing HT-1080-NT fibrosarcoma cells; 360,000 tested, 1.6% active; Potency, µM (top dose mostly 46.1 µM), for the others: at the top dose activity, negative = less viability, hits mostly cytotoxic; HT-1080-NT fibrosarcoma viability, CellTiter-Glo ATP luminescence, 48 h;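 also: NT is the 2HG producing partner of a matched IDH1 knockdown line; potency is read from the fitted curve at half-maximal effect; 0% = DMSO-treated cells and -100% = media-only wells without cells; nearly all actives have a fitted effect of over 55% in size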
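HT-1080-NT; 750 cells/well; 5% FBS RPMI; 48 h compound, 37 degrees C; CellTiter-Glo luminescence; curve fitting and curve-class assignment.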
S2 tox – cell viability loss in ATXN counter-screen; 400,000 tested, 0.49% active; S2 cells (HEK-293 line with an ATXN2-luciferase reporter) viability, CellTiter-Fluor protease fluorescence, 24 h; Potency, µM (doses to about 56.7 µM), hits mostly cytotoxic; AID 651635; also: potency is read from the fitted curve at half-maximal effect; nearly all actives have a fitted effect of over 40% in size
IL-1B inflam inh – inhibitors of inflammasome signaling (IL-1 beta secretion). 360,000 tested, 4.7% active. THP-1 LPS/ATP IL-1B secretion, AlphaLISA, 16 h; active compounds read low. activity change, % at 57.5 µM; in the data active = activity change below about -50%; inconclusive = mostly about -30% to -49%; also: % is scaled to controls: 0 for no effect and ±100 for the full control effect
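THP-1 cells pretreated 1 hr with compounds (up to 57.5 uM final), then stimulated with LPS (250 ng/mL final) plus ATP (1.25 mM final); secreted IL-1B measured by AlphaLISA after 16 hr, decreased signal indicating inhibition.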
ATXN2 expr inh – reduces ATXN2 reporter expression in HEK-293 cells | 360,000 tested, 0.72% active | HEK-293 ATXN2-luciferase reporter, luminescence, 24 h | Potency, µM (series often up to 57 µM), without a hit: top-dose activity change, negative = inhibition, usual class: inhibitors | AID 1745845; also: potency is read from the fitted curve at half-maximal effect; % is scaled to controls: 0 for no effect and ±100 for the full control effect; nearly all actives have a fitted effect of over 55% in size
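ATXN2-luciferase reporter cells (luciferase flanked by upstream and downstream ATXN2 gene portions) were treated 24 h at 37 °C with compounds at up to 57 uM. SteadyGlo luminescence gave expression; GF-AFC fluorescence gave viability.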
MCF10A rerep – DNA re-replication induction in MCF 10a cells | MCF 10A DNA re-replication, Hoechst nuclear intensity, 48 h | Potency, µM (series often up to 46.1 µM), for the others: at the highest dose activity, positive = re-replication, actives largely listed as activators | 350,000 tested, 2.9% active | AID 624296; also: potency is read from the fitted curve at half-maximal effect; % of control where 0% means no effect; nearly all actives have a fitted effect of over 50% in size
SW480 rereplic – induces DNA re-replication in SW480 colon adenocarcinoma cells; 340,000 tested, 1.8% active; SW480 DNA re-replication, Hoechst DNA content imaging, 48 h; Potency, µM (series often up to 46.1 µM), without a hit: top-dose re-replication activation, usual class: activators; also: potency is read from the fitted curve at half-maximal effect; % of control where 0% means no effect; nearly all actives have a fitted effect of over 55% in size
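Per well, 250 cells were exposed to pinned compound for 48 hr. Nuclear DNA was visualised with Hoechst (40 min, 37 C) and total object intensity recorded by fluorescence scanning.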
KB-3-1 cytotox – KB-3-1 parental cell cytotoxicity. KB-3-1 viability, CellTiter-Glo ATP luminescence, 72 h. Potency, µM (doses to about 46.1 µM), for the others: at the highest dose activity change, negative = cytotoxic, usual class: cytotoxic. 400,000 tested, 1.4% active. AID 1347075; also: potency is read from the fitted curve at half-maximal effect; % is scaled to controls: 0 for no effect and ±100 for the full control effect; nearly all actives have a fitted effect of over 60% in size
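Parental KB-3-1 viability, qHTS format: 72 h compound exposure, 37 °C; CellTiter-Glo; media-only wells and DMSO plates as controls; concentration-effect fits on corrected data.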
* hit, by the source's call; i = inactive; ? = inconclusive; . = not tested or not shown; & = joins results of further samples; [ ] = remark or other dose. Unless noted, calls follow the shape of the dose curve; as a rule, active = well fitted curve in the direction sought with a large enough effect; inconclusive = small, poorly fitted or top-dose-only effect, or another doubt; inactive = no such curve, though single readings can be large; an effect the other way counts as inactive or inconclusive.

SMILES | KB-V1 cytotox | HT1080 IDH1KD tx | HT1080-NT tox | S2 tox | IL-1B inflam inh | ATXN2 expr inh | MCF10A rerep | SW480 rereplic | KB-3-1 cytotox
CN=c1sc2ccccc2n1CC(O)c1ccccc1 (stereo not drawn) | ? | -17.0% | -19.0% | i | 19.9 | -21.1% | -38.1%[inhibitor] | ? | -0.3%
COc1cc(CO)ccc1OCC(=O)Nc1ccc(Br)cc1 | -22.3% | -9.6% | -4.0% | i | 7.5 | . | -0.8% | -8.9% | -13.4%
Cc1ccc(C(=O)CSc2n[nH]c(C)n2)cc1 | ? | 2.0% | 4.2% | i | 6.4 | 33.6% | -1.5% | 0.8% | 6.6%
CCCCn1c(N)c(N(CCC(C)C)C(=O)C2CCN(C(=O)c3ccccc3C)CC2)c(=O)[nH]c1=O | -11.7% | -2.9% | -17.3% | i | -3.8 | -0.6% | 7.9% | 0.5% | -7.7%
Cc1cccc(C(=O)Nc2ccc(O)c3c(=O)cc(-c4ccccc4Cl)oc23)c1 | -2.1% | 3.6% | 6.7% | i | -1.7 | -13.8% | ? | 2.9%&-1.2% | 1.3%
C/C(CC(=O)Nc1cccc(C(F)(F)F)c1)=N\NC(=O)C(=O)NCC(C)C | ? | -7.5% | -15.7% | i | -14.0 | -13.3%[11.3 µM] | 4.5% | -8.4% | 4.0%
O=C(Nc1ccncc1)c1ccc(S(=O)(=O)Nc2ccccc2)cc1 | 20.5% | -13.9% | -25.8% | i | 15.2 | 0.0% | -11.6% | -85.3%[inhibitor][1.84 µM] | -6.5%
COc1ccccc1-c1csc(C(O)c2ccc(F)c(F)c2)n1 (stereo not drawn) | 8.3% | ? | ? | i | -9.1 | 12.1% | . | . | -1.5%
NNC(=S)Nc1cccc(Cl)c1 | 16.9% | 12.0% | 7.7% | i | 15.9 | -1.7% | -26.0% | ? | 12.7%
O=C1OC=NC1=Cc1ccccc1 | 24.7% | 19.1% | 6.9% | i | -8.8 | -10.6% | -3.2% | -3.9% | 3.3%
CC(=O)Nc1nc(-c2ccccc2)c(-c2ccccc2)o1 | -14.7% | -11.3% | -7.7% | i | -66.3* | . | -4.2% | -0.3% | 12.9%
O=C(Nc1cccc(Cl)c1N1CCCC1)c1ccc([N+](=O)[O-])o1 | ? | 2.2% | -15.9% | i | -83.7* | -21.1% | ? | ? | ?
COc1ccc(CNC(=O)c2sc3nc4c(c(C(F)(F)F)c3c2N)CCC4)cc1OC | -25.8% | 1.8% | 6.1% | i | ? | -14.4% | ? | 4.0% | -23.6%
COc1ccc(CCNC(=O)CSc2nc3c(c(=O)n(C)c(=O)n3C)n2C(C)C)cc1OC | 12.4% | 17.3% | 9.4% | i | -3.2 | -1.9% | -2.1% | -3.9% | 1.3%
Cc1ccc(S(=O)(=O)NN=C2CCc3ccccc32)cc1 | -14.6% | -10.1% | -1.9% | . | 13.7 | . | . | . | -16.4%
c1ccc2c(c1)CC(N1CCCCC1)c1ccccc1N2 (stereo not drawn) | -4.7% | 0.4% | 0.3% | i | -5.5 | -6.3% | 4.5% | -0.4% | -4.8%
CCOc1ccccc1C(=O)NC(CO)C(=O)O (stereo not drawn) | ? | 1.8% | 2.1% | i | 20.5 | 3.1% | 0.8% | -1.8% | 5.6%
COc1ccccc1NC(=O)COC(=O)[C@@H]1CCCN1C(=O)c1cccs1 | 12.3% | 13.4% | 10.1% | i | 16.7 | -3.0% | 11.9% | -9.2% | 12.3%
CCC(Sc1nc2c(sc3ccccc32)c(=O)n1CCc1ccccc1)C(=O)N(CC)CC (stereo not drawn) | -2.7% | . | . | i | . | 16.6% | . | . | -5.3%
CC(C)(C)NC(=O)NC(=O)COC(=O)CNS(=O)(=O)c1ccc(Br)cc1Cl | 7.9% | -0.8% | -13.9% | i | -12.6 | . | 4.1% | 1.6% | 4.2%
O=C(NCc1ccccn1)c1cc(-c2ccncc2)nc2ccccc12 | -6.9% | -2.6% | 5.0% | i | 1.2 | -2.6% | 3.0% | 2.5% | 0.8%
CCCc1cc(=O)[nH]c(SCC(=O)Nc2cc(C)on2)n1 | 0.0% | 6.2% | 0.8% | i | 35.2 | -7.2%[11.3 µM] | -24.9% | -5.5%[1.84 µM] | -2.6%
CCOC(=O)c1ccccc1NC(=O)CSc1ncc(C(=O)OCC)c(N)n1 | 0.0% | 4.3% | 0.0% | i | 11.1 | -8.0% | 7.7% | 0.1% | -1.0%
Nc1nc(SCCO)[nH]c(=O)c1NC(=O)c1ccco1 | ? | 10.6% | 4.3%[9.24 µM] | i | 10.9 | 7.3% | -2.2% | -47.5% | 7.7%
CC1Oc2ccccc2N(CC(=O)NC2CC2)C1=O (stereo not drawn) | -13.8% | 15.6% | 10.2% | i | -13.6 | 41.3%[activator] | 23.9% | 2.8% | -3.8%

Entries of single compounds from above. Order of screens: KB-V1 cytotox	HT1080 IDH1KD tx	HT1080-NT tox	S2 tox	IL-1B inflam inh	ATXN2 expr inh	MCF10A rerep	SW480 rereplic	KB-3-1 cytotox
`O=C(Nc1ccncc1)c1ccc(S(=O)(=O)Nc2ccccc2)cc1` in the list: 20.5%	-13.9%	-25.8%	i	15.2	0.0%	-11.6%	-85.3%[inhibitor][1.84 µM]	-6.5%
`CC1Oc2ccccc2N(CC(=O)NC2CC2)C1=O` (stereo not drawn) in the list: -13.8%	15.6%	10.2%	i	-13.6	41.3%[activator]	23.9%	2.8%	-3.8%
`COc1ccc(CNC(=O)c2sc3nc4c(c(C(F)(F)F)c3c2N)CCC4)cc1OC` in the list: -25.8%	1.8%	6.1%	i	?	-14.4%	?	4.0%	-23.6%
`C/C(CC(=O)Nc1cccc(C(F)(F)F)c1)=N\NC(=O)C(=O)NCC(C)C` in the list: ?	-7.5%	-15.7%	i	-14.0	-13.3%[11.3 µM]	4.5%	-8.4%	4.0%

(continued)
SMILES | KB-V1 cytotox | HT1080 IDH1KD tx | HT1080-NT tox | S2 tox | IL-1B inflam inh | ATXN2 expr inh | MCF10A rerep | SW480 rereplic | KB-3-1 cytotox
CCNC(=O)N1CCC(n2nccc2NC(=O)CCOc2ccccc2)CC1 | 13.0% | 12.8% | 4.0% | i | 9.2 | 8.3% | -3.7% | ? | 12.1%
CCc1c(C)sc(NC(=S)NC(C)C2CCCO2)c1C(=O)OC (stereo not drawn) | ? | -28.8% | -1.6% | i | -0.7 | -21.7% | ? | 56.6% | 2.6%
COc1ccc(C(=O)NC(C)CCc2ccccc2)c(O)c1 (stereo not drawn) | -0.4% | -15.8% | 0.5% | ? | -54.7* | 12.8% | ? | -5.4% | 1.7%
O=C(CN(Cc1cccs1)C(=O)CNS(=O)(=O)c1ccc(Cl)cc1)NCc1ccco1 | -12.6% | 4.3% | 9.5% | i | 22.3 | 3.0% | -1.5% | 2.1% | -1.5%
CC(C)Cn1c(-c2ccncc2)n[nH]c1=S | -4.6% | 28.1% | 13.2% | i | 29.5 | 1.2%[11.3 µM] | 10.2% | -1.0% | 17.6%
O=C(CN(C(=O)c1csnn1)c1ccccc1Cl)NCCc1ccccc1 | 7.1% | 9.8% | -1.8% | i | 8.5 | 1.9% | 25.3% | 9.9% | 0.1%
O=c1c2nnn(Cc3ccccc3)c2ncn1-c1ccccc1 | 0.0% | -15.1% | -11.4% | i | -3.6 | 1.9% | 34.7% | -4.5% | 0.1%
C=CCn1c(=O)c(C(=O)Nc2ncccc2C)c(O)c2ccccc21 | -4.8% | ? | ? | i | -7.8 | . | . | . | -37.8%
COc1ccc(CNC(=O)N2CCN(c3ccc(F)cc3)CC2)cc1Cl | -10.7% | -2.4% | 6.1% | i | -26.1 | -27.6% | ? | -4.7% | -9.5%
Cc1cnc(C(=O)OCC(=O)Nc2cc(S(=O)(=O)N3CCCCC3)ccc2Cl)cn1 | -12.1% | -7.7% | -16.0% | i | 0.0 | . | -2.9% | 1.7% | 2.1%
O=C(NCCc1ccccc1)c1cc(-c2ccccc2)c(N2CCOCC2)s1 | -15.0% | -11.0% | 0.4% | i | ? | 2.9% | ? | 1.3% | 4.3%
CC(C)OC(=O)NCCOC(=O)Nc1ccc(Cl)c(Cl)c1 | ? | -17.1% | -0.4% | i | 30.8 | -9.1% | 13.5% | -3.0% | -26.6%
CCN(CC)S(=O)(=O)c1ccc(N2CCOCC2)c(NC(=O)c2nn(C)c(=O)c3ccccc23)c1 | -22.6% | 4.1% | 1.8% | i | 0.6 | 0.1% | 0.7% | 1.5% | ?
Cc1ccc(NC(=S)Nc2cccc3cnccc23)cc1C | ? | -6.5% | -0.6% | i | -78.4* | -23.4% | -3.4% | -4.7% | ?
CCCOc1ccc(CSC(=N)N)cc1C(=O)OC | -19.8% | -9.7% | -10.1% | i | -57.4* | -17.3% | 6.3% | -24.7% | -17.6%
O=C(Nc1cccnc1Cl)c1cc([N+](=O)[O-])ccc1Cl | 2.0% | ? | ? | i | -62.8* | 41.7%[activator] | ? | ? | 0.5%
CC(N)CCCC(C)(C)O (stereo not drawn) | . | . | . | i | . | 13.6% | 0.6% | -0.6% | .
COc1cc(OC)cc(-n2nc(C(=O)NCCCN3CCOCC3)c3ccccc3c2=O)c1 | -4.5% | 9.8% | 12.0% | i | -8.9 | -2.4% | -4.7% | -7.7% | 9.5%
COc1ccccc1N1CCN(c2nc3c(S(=O)(=O)c4ccc(C)c(C)c4)nnn3c3ccc(Cl)cc23)CC1 | -15.9% | . | . | i | . | 5.8% | . | . | -6.0%
